Assay outcomes deposited in PubChem BioAssay by National Center for Advancing Translational Sciences (NCATS).
FBPA Giardia inh = inhibitors of Giardia lamblia fructose-1,6-bisphosphate aldolase; AID 2451; purified Giardia FBPA; Potency, µM (titrated, usually from 59.6 µM), without a hit: at the highest dose activity, negative = inhibition, hits mostly inhibitors; actives 0.71% (n = 290,000); A8B2U2; also: potency is read from the fitted curve at half-maximal effect; % is scaled to controls: 0 for no effect and ±100 for the full control effect; nearly all actives have a fitted effect of over 55% in size
Target sequence (A8B2U2 whole entry, looked up): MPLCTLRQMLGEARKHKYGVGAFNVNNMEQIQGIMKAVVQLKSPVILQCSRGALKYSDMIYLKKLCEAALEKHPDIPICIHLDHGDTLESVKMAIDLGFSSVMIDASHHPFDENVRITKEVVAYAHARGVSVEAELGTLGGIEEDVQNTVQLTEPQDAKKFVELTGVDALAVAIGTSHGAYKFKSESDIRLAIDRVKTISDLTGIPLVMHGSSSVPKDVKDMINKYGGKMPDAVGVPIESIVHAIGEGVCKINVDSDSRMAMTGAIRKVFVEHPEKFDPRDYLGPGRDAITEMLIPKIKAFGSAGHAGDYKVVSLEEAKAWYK
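40 nM FBPA preincubated 10 min at RT with compound (up to 57.5 uM final), then substrate plus GAPDH/TPI/NAD/arsenate coupling and diaphorase/resazurin added. Fluorescence read after 20 min at RT, 525/598 nm.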
HCMV inh = inhibitors of human cytomegalovirus. HFF cells, HCMV-luciferase reporter, 72 h; stronger effect = lower value. activity change, negative = inhibition, % at 57.5 µM. actives 4.5% (n = 410,000). AID 1259415; in the data active = activity change below about -60%; inconclusive = no clear call, values can overlap the other calls; inactive = above about -39%; also: % is scaled to controls: 0 for no effect and ±100 for the full control effect
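Luciferase read-out from HCMV-luciferase-infected HFFs (MOI 1 PFU/cell) 72 h post infection at 37C; compounds added after 16 h cell attachment; activity normalized between buffer-only basal and Salinomycin (10uM) inhibitor controls.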
AmpC no deterg = AmpC beta-lactamase inhibition without detergent; P00811; AmpC nitrocefin hydrolysis, absorbance 480 nm, 0.0001% Triton; Potency, µM (top dose mostly 57.1 µM), without a hit: at the top dose activity change, negative = inhibition, hits mostly inhibitors; actives 0.52% (n = 330,000);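 also: potency is read from the fitted curve at half-maximal effect; plate controls were no compound for no effect and no enzyme for full effect; nearly all actives have a fitted effect of over 20% in size; some results filed as inactive show a strong effect at the top dose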
Target sequence (P00811 whole entry, looked up): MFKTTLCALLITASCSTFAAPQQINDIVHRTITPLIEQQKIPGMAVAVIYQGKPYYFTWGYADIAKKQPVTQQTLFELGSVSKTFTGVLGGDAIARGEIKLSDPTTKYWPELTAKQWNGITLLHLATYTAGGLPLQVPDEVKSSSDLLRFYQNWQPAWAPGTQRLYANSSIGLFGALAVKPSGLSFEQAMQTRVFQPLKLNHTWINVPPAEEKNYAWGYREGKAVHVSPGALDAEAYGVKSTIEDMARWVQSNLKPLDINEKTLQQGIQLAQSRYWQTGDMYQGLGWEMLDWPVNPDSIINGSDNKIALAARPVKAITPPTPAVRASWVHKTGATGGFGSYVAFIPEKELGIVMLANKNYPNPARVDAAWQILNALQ
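20 mM phosphate pH 7.0 + 0.01% (detergent screen) or 0.0001% Triton X-100; 5.3 nM AmpC reagent; cpd preinc 15 min RT; nitrocefin (800 uM stock) to start; A480 q20 s × 4 min; Activity was normalised to no-enzyme and no-compound control wells.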
Cycloheximide cs = counter-screen hit for Shiga toxin inhibitors, cycloheximide; cell reporter, cycloheximide protein synthesis inhibition counterscreen; max response, %; actives 12% (n = 300,000); AID 2314; in the data active = max response mostly above about 13%, no sharp cut-off; inactive = mostly below about 14%; also: read at 38.3 µM for the half of the compounds with a filed dose; 0% is about no effect
AMA1-RON2 inh = disrupts binding of P. falciparum AMA1 to RON2; AlphaScreen AMA1-biotinylated RON2 peptide binding; Potency, µM (titrated, usually from 58.2 µM), for inactives: at the highest dose activity change, negative = inhibition, hits mostly inhibitors; actives 0.2% (n = 360,000); AID 720542;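 also: potency is read from the fitted curve at half-maximal effect; 0% = vehicle wells and -100% = peptide control; nearly all actives have a fitted effect of over 45% in size; some results filed as inactive show a strong effect at the top dose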
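AMA1 (3D7) with his tag at 25 nM final met compounds first, then biotinylated RON2 peptide at 25 nM; detection used donor plus acceptor beads, 10 µg/mL apiece, read by AlphaScreen after 30 min at room temperature.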
Shiga inhibitor = inhibitors of Shiga toxin in Vero cells; actives 9.2% (n = 290,000); AID 2315; Vero cells, Shiga toxin protein synthesis inhibition reporter; inhibition, % at 38.7 µM; in the data active = inhibition mostly above about 28%, no sharp cut-off; inactive = mostly below about 43%; also: 0% is about no effect
AmpC inh detg = inhibitors of E. coli AmpC beta-lactamase with detergent | P00811 | AmpC hydrolysis of nitrocefin, absorbance 480 nm, 0.01% Triton | Potency, µM (doses to about 114 µM), for the others: at the top dose activity change, negative = inhibition, most hits filed as inhibitors | actives 0.041% (n = 370,000);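 also: potency is read from the fitted curve at half-maximal effect; 0% = no-compound wells and -100% = no-enzyme wells; nearly all actives have a fitted effect of over 25% in size; some results filed as inactive show a strong effect at the top dose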
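AmpC (5.3 nM in the dispensed reagent) in 20 mM phosphate pH 7.0 with 0.01% (detergent screen) or 0.0001% Triton X-100 was preincubated with compounds for 15 min at room temperature. Nitrocefin was then added from an 800 uM solution, and hydrolysis was followed at 480 nm.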
Starred values were filed as active, the others as inactive; i = inactive; ? = inconclusive; · = not tested or not shown; + = active, no number; & = joins results of further samples; [ ] = dose if it differs, or a comment. Unless noted, calls follow the shape of the dose curve; as a rule, active = well fitted curve in the direction sought with a large enough effect; inconclusive = small, poorly fitted or top-dose-only effect, or another doubt; inactive = no such curve, though single readings can be large; an effect the other way counts as inactive or inconclusive.

Values run as follows: FBPA Giardia inh | HCMV inh | AmpC no deterg | Cycloheximide cs | AMA1-RON2 inh | Shiga inhibitor | AmpC inh detg
- CC(OC(=O)C1CC(=O)N(Cc2ccco2)C1)C(=O)Nc1cccc(C#N)c1 (stereo unspecified)
    · | -21 | -12% | · | 13% | · | -13%
- COc1ccc(C)cc1S(=O)(=O)Nc1cc2c3c(c1)CCC(=O)N3CCC2
    · | 0 | -9% | · | 2% | · | -7%
- CC1CC(N(C(=O)c2ccc(Cl)cc2)c2ccccc2)c2ccccc2N1C(=O)c1ccco1 (stereo unspecified)
    -9% | -27 | 38% | -1 | -18% | -6 | 0%
- CCOc1ccccc1NC(=O)c1cc(-c2cc(OC)c(OC)c(OC)c2)nc2ccccc12
    -3% | 29 | 105%[activator] | -4 | -16% | 9 | -2%
- Cc1ccc(NC(=O)COC(=O)Cc2csc(-c3ccc(Cl)cc3)n2)cc1C
    21% | 2 | 0% | 23* | 1% | + | -2%
- Cc1cc2ccccc2n2c(SCC(=O)NCC3CCCO3)nnc12 (stereo unspecified)
    0% | 34 | -3% | 6 | 5% | -23 | 5%
- O=C(O)c1cc(NS(=O)(=O)c2ccc(F)cc2)cc(NS(=O)(=O)c2ccc(F)cc2)c1
    · | 31 | -31% | · | 0% | · | ·
- O=C(COC(=O)C1=COCCO1)NCc1ccc(Cl)cc1
    -1% | 34 | -7% | 17 | 5% | 34 | -8%
- Cc1nn(C)c(C)c1S(=O)(=O)NC1CCCc2ccccc21 (stereo unspecified)
    9% | 9 | 5% | 2 | -1% | -2 | 0%
- Cc1cc(N2CC(C)OC(C)C2)n2cc(-c3ccccc3)nc2n1 (stereo unspecified)
    -1% | -99* | 26% | 20 | -6% | 56 | ?
- CN(CCc1ccccn1)Cc1ccc(Cl)cc1
    -27% | 33 | · | 7 | -4% | -4 | -2%
- CCCn1nc(NS(=O)(=O)c2ccccc2)c2cc3cc(C)ccc3nc21
    2% | -23 | -32% | -3 | 6% | -6 | ?
- CC(=O)N1CCC(C(=O)NC2CCCc3c2cnn3-c2cc(F)cc(F)c2)CC1 (stereo unspecified)
    · | 92 | 40% | -1 | 6% | 9 | 4%
- Cc1ccc2c(c1)C1CCCC3C1N2CC(=O)N3Cc1ccccc1 (stereo unspecified)
    ? | · | -35% | 15 | · | -12 | ?
- Cc1ccc(-c2nc(N/N=C/c3cccnc3)c3ccccc3n2)cc1
    -9% | 201 | 110%[activator] | 20* | -1% | 22 | -1%
- COc1ccc(CNS(=O)(=O)c2c(C)[nH]c(C)c2C(=O)N2CCCC2)cc1
    · | -62* | -4% | 1 | -8% | -2 | -5%
- Cc1ccc(N(C(=O)CC2NC(=O)NC2=O)C2(C(=O)NC3CCCC3)CCCCC2)cc1 (stereo unspecified)
    -3% | 13 | 58% | -2 | -3% | -6 | -2%
- O=C(CN1C(=O)C2CC=CCC2C1=O)NCC(=O)Nc1ccc(F)c(F)c1 (stereo unspecified)
    · | -32 | -2% | · | 6% | · | -2%
- C[C@H](CO)N1C[C@H](C)[C@@H](CN(C)C(=O)Nc2ccc3c(c2)OCO3)Oc2ccc(NC(=O)Cc3ccccc3)cc2C1=O
    · | -35 | 97%[activator] | · | 3% | · | ·
- CCOc1ccc(/C=C/C(=O)OC(C)C(=O)NC2CCCCC2C)cc1OC (stereo unspecified)
    · | -13 | 63%[activator] | · | 5% | · | ?
- Cc1ccc(CNc2nc3ccccc3n3nnnc23)cc1
    -1% | 56 | -25% | 23 | 20% | -46 | 0%
- COc1cccc(C(=O)N/N=C(\C)CC(=O)Nc2ccc(N(C)C)cc2)c1
    -6% | 81 | -3% | 41* | 53%[activator] | 57 | -4%
- CC(=O)N1CCOc2ccc(S(=O)(=O)N3CCN(c4cc(C)ccc4C)CC3)cc21
    -6% | -19 | 87%[activator] | -5 | -11% | 14 | -7%
- CCCOc1ccc(/C(O)=C2\C(=O)C(=O)N(c3ccccn3)C2c2ccccc2F)cc1C (stereo unspecified)
    3% | 6 | -47% | 1 | 15% | 24 | 1%
- CCOc1ccc(NC(=O)CC(=O)Nc2ccc(OCC)cc2)cc1
    -2% | ? | 5% | 12 | 11% | 67* | -12%
- Cc1nc(/C=C/c2ccccc2)[nH]c(=O)c1-c1ccccc1
    2% | 71 | -25% | 33* | -12% | 94* | -3%
- CN1CCC(N(C)S(=O)(=O)c2ccc(Cl)cc2)CC1
    -7% | 60 | -15% | 2 | 8% | · | -5%
- O=C(Nc1ccc(CN2CCOCC2)cc1)c1cc(Br)ccc1Cl
    -7% | -11 | -4% | 3 | -2% | 10 | -11%
- O=C(CSc1n[nH]c(=O)[nH]c1=O)c1ccc([N+](=O)[O-])cc1
    1% | 0 | -17% | -2 | 9% | -4 | 4%
- COc1ccccc1NC(=O)CCN1C(=O)/C(=C/c2cc(OC)c(OC)c(OC)c2)SC1=S
    4% | 10 | -19% | -1 | 1% | · | -19%

Of the compounds above, six have a Cl atom:
Values run as follows: FBPA Giardia inh | HCMV inh | AmpC no deterg | Cycloheximide cs | AMA1-RON2 inh | Shiga inhibitor | AmpC inh detg
- CC1CC(N(C(=O)c2ccc(Cl)cc2)c2ccccc2)c2ccccc2N1C(=O)c1ccco1 (stereo unspecified)
    -9% | -27 | 38% | -1 | -18% | -6 | 0%
- Cc1ccc(NC(=O)COC(=O)Cc2csc(-c3ccc(Cl)cc3)n2)cc1C
    21% | 2 | 0% | 23* | 1% | + | -2%
- O=C(COC(=O)C1=COCCO1)NCc1ccc(Cl)cc1
    -1% | 34 | -7% | 17 | 5% | 34 | -8%
- CN(CCc1ccccn1)Cc1ccc(Cl)cc1
    -27% | 33 | · | 7 | -4% | -4 | -2%
- CN1CCC(N(C)S(=O)(=O)c2ccc(Cl)cc2)CC1
    -7% | 60 | -15% | 2 | 8% | · | -5%
- O=C(Nc1ccc(CN2CCOCC2)cc1)c1cc(Br)ccc1Cl
    -7% | -11 | -4% | 3 | -2% | 10 | -11%

(further entries)
Codes: A = FBPA Giardia inh; B = HCMV inh; C = AmpC no deterg; D = Cycloheximide cs; E = AMA1-RON2 inh; F = Shiga inhibitor; G = AmpC inh detg
> CCSc1ccc(C(=O)Nc2cccc(C)n2)cc1[N+](=O)[O-]
  A: -2% | B: 44 | C: -16% | D: 10.0* | E: -1% | F: 23* | G: -1%
> CC(C)OCCCNC(=O)c1c(N)n(CC2CCCO2)c2nc3ccccc3nc12 (stereo unspecified)
  A: ? | B: -24 | C: 217%[activator] | D: 4 | E: 21% | F: -12 | G: 0%
> CCOc1ccc(Br)cc1C(=O)N/N=C/c1cccnc1
  A: 16% | B: -15 | C: 2% | D: 4 | E: 3% | F: -4 | G: 7%
> O=C(Nc1cccnc1)c1cc(-c2ccc(Br)cc2)on1
  A: 5% | B: -12 | C: -3% | D: 20* | E: -4% | F: 42* | G: ?
> O=C(Nc1sc2c(c1C(=O)O)CCC2)c1ccccc1
  A: -26% | B: 84 | C: -22% | D: 41* | E: -7% | F: 143* | G: -11%
> Cc1cc(CNC(=O)c2cccc([N+](=O)[O-])c2)c2ccccc2n1
  A: 9% | B: -28 | C: -12% | D: 18 | E: 3% | F: 54 | G: -1%
> CCN(CC)S(=O)(=O)c1ccc(C)c(NC(=O)CNCCN(C(C)C)C(C)C)c1
  A: 14µM* | B: -28 | C: 0% | D: 2 | E: -13% | F: 49 | G: -2%
> Cc1c(O)ccc(C(=O)COc2ccc(F)cc2)c1O
  A: -1% | B: 18 | C: -25% | D: 38* | E: 5% | F: i | G: 2%
> Cc1nnc(SCC(=O)NNC(=O)COc2ccc(Cl)cc2)n1C
  A: -9% | B: 26 | C: -18% | D: -4 | E: 53%[activator] | F: 16 | G: 2%
> COc1ccc(-c2cccc(C3CC=CC4C3C(=O)N(Cc3ccccc3)C4c3ccc4ccccc4c3)c2)cc1 (stereo unspecified)
  A: 2%&3% | B: -13 | C: -54% | D: 6&-3 | E: 8% | F: 1&-5 | G: 1%
> CCN1CCN(c2ccc(S(=O)(=O)N3CCCCC3)cc2NC(=O)c2ccc([N+](=O)[O-])o2)CC1
  A: · | B: -28 | C: ? | D: · | E: -7% | F: · | G: ?
> CCC(=O)Nc1nnc(SCC(=O)NCc2ccc3c(c2)OCO3)s1
  A: · | B: 54 | C: -4% | D: 11 | E: -3% | F: -4 | G: -7%
> Cc1ccc(SCC(=O)NCCc2ccccc2)cc1
  A: 9% | B: 0 | C: -3% | D: 14* | E: 19% | F: 18 | G: -4%
> CCN1CCN(c2nc3ccccc3nc2C(C#N)C(=O)OC2CCCCC2)CC1 (stereo unspecified)
  A: · | B: 23 | C: 11%&3% | D: -4 | E: -7% | F: -19 | G: ?
> CC(C)Cn1c(/C=C/c2ccco2)nc2ccccc21
  A: -22% | B: 11 | C: -42% | D: 19* | E: 2% | F: 33 | G: -13%
> Cc1nnsc1C(=O)N1CCCC(Nc2ccc(C(C)C)cc2)C1 (stereo unspecified)
  A: -4% | B: -34 | C: 22% | D: 1 | E: -8% | F: -14 | G: -14%
> CC1(c2ccc3c(c2)OCO3)NC(=O)N(CC(=O)Nc2ccc(N3CCOCC3)cc2)C1=O (stereo unspecified)
  A: 0% | B: -18 | C: -39% | D: -5 | E: 0% | F: -15 | G: -4%
> COCCNC(=O)c1ccc(Cn2c(=S)[nH]c3cc4c(cc3c2=O)OCO4)cc1
  A: 3% | B: 43 | C: -9% | D: 0 | E: 21% | F: 1 | G: -7%
> C=CCn1c(C)cc(C(=O)CSc2nnc(Cc3ccccc3)o2)c1C
  A: -25% | B: -16 | C: -13% | D: 31* | E: -5% | F: 53 | G: -13%
> COCCCNC(=S)N(CCO)Cc1cc2cc3c(cc2[nH]c1=O)OCO3
  A: -10% | B: 39 | C: -6% | D: -1 | E: 10% | F: 9 | G: -1%
> COc1ccccc1NC(=O)CCCCCN1C(=O)c2cccc3cccc(c23)C1=O
  A: -2% | B: 33 | C: -8% | D: 6 | E: 1% | F: -3 | G: 0%
> CCc1ccc(NC(=O)Cn2ncn3c(cc4ccccc43)c2=O)cc1
  A: · | B: 0&11 | C: -51% | D: -4 | E: 56%[activator] | F: 5 | G: -2%&24%
> COc1ccc(CNC(=O)c2csc3c2CCCC3)cc1
  A: · | B: 6 | C: -25% | D: · | E: 17% | F: · | G: 3%
> COc1ccc(-c2cccc(NS(=O)(=O)c3ccc([N+](=O)[O-])cc3)c2)nn1
  A: · | B: -20 | C: -39% | D: · | E: -3% | F: · | G: 0%
> COc1ccc(NC(=O)CC2Nc3cccc4cccc(c34)NC2=O)cc1 (stereo unspecified)
  A: ? | B: 6&32 | C: -41% | D: -3 | E: 5% | F: -16 | G: 3%&-9%
